DAGLB inhibitor = diacylglycerol lipase beta (human) inhibition. 340,000 tested, 0.059% active. HEK293T DAGLB membrane lysate, EnzChek fluorogenic substrate. Q8NCG7. inhibition, % at 5.17 µM; in the data active means inhibition above about 34%;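 further: 0% = enzyme with vehicle and 100% = wells lacking enzyme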
Target sequence (Q8NCG7 whole entry, looked up): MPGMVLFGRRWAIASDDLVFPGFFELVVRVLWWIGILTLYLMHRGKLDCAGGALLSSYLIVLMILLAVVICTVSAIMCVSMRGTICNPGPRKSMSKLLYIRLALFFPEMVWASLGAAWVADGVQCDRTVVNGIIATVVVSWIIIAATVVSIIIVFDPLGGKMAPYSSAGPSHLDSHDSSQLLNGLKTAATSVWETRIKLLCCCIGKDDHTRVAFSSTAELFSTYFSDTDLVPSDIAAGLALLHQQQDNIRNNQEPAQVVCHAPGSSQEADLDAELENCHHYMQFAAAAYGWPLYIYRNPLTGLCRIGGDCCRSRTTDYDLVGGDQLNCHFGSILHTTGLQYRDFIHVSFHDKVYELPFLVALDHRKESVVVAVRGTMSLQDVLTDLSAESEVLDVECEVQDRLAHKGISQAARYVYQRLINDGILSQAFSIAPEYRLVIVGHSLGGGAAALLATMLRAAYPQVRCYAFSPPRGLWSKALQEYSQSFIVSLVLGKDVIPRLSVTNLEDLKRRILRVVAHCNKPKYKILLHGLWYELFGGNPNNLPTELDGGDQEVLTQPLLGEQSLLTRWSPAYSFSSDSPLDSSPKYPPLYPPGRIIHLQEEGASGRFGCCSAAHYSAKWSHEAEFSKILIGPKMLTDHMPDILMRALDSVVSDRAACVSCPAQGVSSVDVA
Rtt109 HAT inh = C. albicans Rtt109 histone acetyltransferase inhibition; AID 540336; 330,000 tested, 0.16% active; Q5AAJ8; purified Rtt109/Vps75, ThioGlo CoA-SH fluorescence, 4 h; inhibition, % at 34.9 µM;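 active means inhibition of at least 50% in every replicate; inconclusive means best replicate reaches 50% inhibition but some replicates fall short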
Target sequence (Q5AAJ8 whole entry, looked up): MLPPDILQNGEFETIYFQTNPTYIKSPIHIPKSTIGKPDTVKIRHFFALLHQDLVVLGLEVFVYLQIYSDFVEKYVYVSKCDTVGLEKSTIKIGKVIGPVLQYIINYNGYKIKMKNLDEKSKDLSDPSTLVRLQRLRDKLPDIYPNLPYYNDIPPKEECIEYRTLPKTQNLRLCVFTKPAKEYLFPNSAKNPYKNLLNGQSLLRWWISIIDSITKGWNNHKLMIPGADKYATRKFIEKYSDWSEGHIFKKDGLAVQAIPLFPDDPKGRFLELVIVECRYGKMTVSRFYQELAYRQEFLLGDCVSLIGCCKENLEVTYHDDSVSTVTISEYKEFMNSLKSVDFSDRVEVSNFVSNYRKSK
AddAB inh = less growth of phage-infected E. coli with AddAB | E. coli expressing H. pylori AddAB, absorbance growth | 330,000 tested, 0.29% active | inhibition, % at 11.9 µM; in the data active means inhibition above about 12%;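 further: 0% = vehicle wells of infected cells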
E coli growth = bacterial growth inhibition, counter-screen for AddAB inhibitors | E. coli V3065 growth, OD600 absorbance, 18 h | 330,000 tested, 0.27% active | AID 449728 | inhibition, % at 11.9 µM;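 active means inhibition above the campaign's mean inhibition across all tested compounds plus 3 SD, cut at about 9.9% in these data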;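 further: uninfected addAB+ strain grown without phage in ampicillin broth; 0% = DMSO wells and 100% = ciprofloxacin 0.95 µg/ml wells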
CAL PDZ FP = blocks peptide binding to human CAL PDZ domain | Q9HD26 | purified CAL PDZ, TMR-peptide fluorescence polarization, 1 h | inhibition, % at 20 µM | 330,000 tested, 0.02% active | AID 504414;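 active means highest replicate inhibition of at least 40%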;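 further: plate controls were DMSO neutral control wells for no effect and unlabeled competitor peptide control wells for full effect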
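Control set: unlabelled peptide and DMSO controls / Material: purified CerCALP PDZ construct / Timing: 1 h incubation at room temperature before polarization reading / Doses: 20 µM, one dose / Detection: fluorescence polarization (mP)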
Wnt act = activators of Wnt/beta-catenin signaling; 300,000 tested, 1.2% active; activation, % at 9.35 µM; Wnt/beta-catenin reporter cell assay, activator, plate reader; in the data active means activation above about 30%, passing the limit was not always enough; inconclusive means no clear call, values can overlap the other calls;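 further: 0% = neutral control wells and 100% = positive control wells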
PvdQ acylase = P. aeruginosa PvdQ acylase inhibition | purified PvdQ acylase, fluorescence plate reader | inhibition, % at 10 µM | 340,000 tested, 0.063% active | AID 488965; in the data active means inhibition above about 30%, passing the limit was not always enough; inconclusive means no clear call, values can overlap the other calls;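 further: 0% = vehicle neutral wells and 100% = reference inhibitor wells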
Tat export inh = blocks Tat-dependent protein export in E. coli; E. coli MC4100 TorA-mCherry Tat export, fluorescence; 340,000 tested, 0.036% active; inhibition, % at 10 µM;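 active means mean replicate inhibition at least 50% and at least half of replicates individually reaching 50%; inconclusive means only one of the two criteria met; inactive means neither criterion met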;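 further: exported cargo escapes ClpAP degradation while cytoplasmic cargo is degraded and loses fluorescence; 0% = median of neutral control wells and 100% = median of NaSCN control wells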
phage Ecoli inh = E. coli growth loss with phage present | growth absorbance | inhibition, % at 11.9 µM | 360,000 tested, 0.26% active; in the data active means inhibition above about 11%
PfHsp90 set2 = growth inhibition of yeast expressing Plasmodium Hsp90. S. cerevisiae expressing PfHsp90, BacTiter-Glo ATP, 48 h; yeast lacking PDR1 and PDR3 efflux regulators. inhibition, % at 9.4 µM. 310,000 tested, 0.32% active;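 active means every replicate shows inhibition above about 80%, whatever the replicate mean, limit read from the data; inconclusive means mean inhibition reaches the set limit but some replicate falls short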;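 further: 0% = DMSO neutral controls and 100% = 20 µM radicicol positive controls; yeast relying on Plasmodium falciparum Hsp90 in place of its own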
Starred values were filed as active, the others as inactive; u = inconclusive; x = no result given. Random draw from the library. Share with any hit: about 1.9%.

SMILES | DAGLB inhibitor | Rtt109 HAT inh | AddAB inh | E coli growth | CAL PDZ FP | Wnt act | PvdQ acylase | Tat export inh | phage Ecoli inh | PfHsp90 set2
Cc1cc(C)cc(OCC(=O)Nc2ccc(N3CCN(C(=O)c4ccco4)CC3)cc2)c1 | -1.9 | -0.3 | 2.3 | 1.6 | -2.6 | -2.4 | -7.2 | -9.4 | 2.0 | x
CCCn1c(Nc2nc3ccccc3n2C)nc2ccccc21 | 5.8 | -0.2 | 2.8 | 1.4 | 0.6 | x | -11.1 | -8.3 | 2.4 | -209.7
N#Cc1cccc(N=c2ssnc2Cl)c1 | x | -3.5 | x | x | -1.2 | -0.1 | -12.7 | -2.5 | 3.6 | 5.0
N#Cc1cc2c(=O)n3ccccc3nc2n(-c2ccccc2Cl)c1=O | -1.1 | -111.8 | 2.0 | -0.3 | -2.0 | 0.1 | -9.5 | -5.6 | 3.8 | 13.4
COc1ccc(CN(C(=O)c2oc3cc(C)c(C)cc3c2C)C2CCS(=O)(=O)C2)cc1OC (stereo unspecified) | -0.1 | 10.2 | -0.6 | -0.8 | -1.2 | -2.7 | 1.8 | 1.2 | 0.8 | 5.4
Cc1ccc(S(=O)(=O)Nc2ccc(C(=O)NCc3cccnc3)cc2)cc1 | -1.1 | 12.6 | x | x | -1.4 | -1.9 | -6.8 | 5.1 | -0.4 | -11.5
Cc1ccc(-c2nc(CN(C)Cc3ccc4nccnc4c3)c(C)o2)s1 | -0.3 | 1.6 | -2.7 | 2.8 | -0.2 | 3.7 | 2.4 | -3.8 | 2.0 | -22.8
Cc1cc(S(=O)(=O)Nc2ccc(C(=O)NCC(c3ccccc3)N(C)C)cc2)ccc1F (stereo unspecified) | -1.1 | 15.1 | 3.5 | 0.4 | -0.5 | -1.1 | 3.1 | 1.0 | 1.2 | 9.9
CC(Sc1n[nH]c(N)n1)C(=O)Nc1ccc(Cl)cn1 (stereo unspecified) | 3.1 | 2.6 | -0.7 | -1.9 | -2.9 | 0.7 | 3.3 | 0.1 | 1.9 | 8.5
Cc1ccc([N+](=O)[O-])cc1NC(=S)NC(=O)C(C)(C)C | -1.5 | 4.5 | 1.6 | -0.5 | -1.1 | x | 0.3 | 0.3 | 2.8 | -4.6
COc1ccc(CNC(=O)c2cc(-c3ccncc3)nc3c(C)cc(C)cc23)cc1OC | -1.0 | 4.7 | -1.2 | -4.0 | 0.4 | -2.3 | -11.6 | -2.2 | 0.1 | x
COc1ccccc1OC(=O)Cc1cccc2ccccc12 | 0.5 | -1.4 | 5.2 | 2.1 | -0.4 | x | -10.3 | 7.4 | x | -18.9
COc1ccc(CNCc2cccc(Oc3ccccc3)c2)cc1 | -2.9 | 6.8 | 1.9 | 0.9 | 0.1 | -0.3 | 3.2 | -10.3 | 1.4 | 8.8
COc1cc(CNC2CCCCC2OC)cc(OC)c1OC (stereo unspecified) | 0.6 | -0.6 | -3.1 | -1.6 | 0.5 | 0.6 | 0.6 | -6.6 | 1.6 | 7.8
N#CC1=C(SCC(=O)Nc2ccccc2)NC(=O)CC1c1ccc(O)cc1 (stereo unspecified) | -1.9 | 4.8 | 1.7 | -1.0 | 0.0 | -0.4 | 6.7 | 24.3 | 0.8 | -8.1
Cc1cccc(NC(=O)CN(C2=NC3CS(=O)(=O)CC3S2)c2ccccc2F)c1 (stereo unspecified) | -0.5 | -19.6 | -2.5 | -2.8 | 1.2 | 1.0 | -0.8 | 4.8 | 2.0 | 17.4
Cc1ccc(-c2nc3sc4c(N)ncnc4c3c3c2CCCC3)cc1 | 1.6 | -1.7 | 2.2 | 0.3 | -0.5 | x | -5.4 | -3.6 | 2.5 | -17.2
Cc1ccc(-c2nn3cnnc3c3ccccc23)cc1 | -0.6 | 0.2 | -1.2 | 1.4 | -4.5 | -0.6 | -11.1 | -13.5 | 2.3 | -5.6
CC(C(=O)Nc1c2c(cc3c1CCC3)CCC2)N1CCCC1 (stereo unspecified) | -1.2 | 5.1 | 2.7 | 1.2 | -0.1 | -0.4 | -1.8 | 2.4 | 3.2 | 22.2
Cc1noc(NS(=O)(=O)c2ccc(NC(=O)CC34CC5CC(CC(Br)(C5)C3)C4)cc2)c1C | 4.3 | 3.1 | 1.3 | -1.4 | -1.3 | x | 3.3 | u | 3.2 | -19.7
Cn1c(SCC(=O)c2ccccc2)nnc1-c1ccccn1 | 1.6 | -24.0 | 5.7 | 2.4 | 0.0 | 56.9* | -3.1 | 13.0 | 1.5 | -0.9
COc1ccc(CC(=O)Nc2cccc(Cl)c2C)cc1S(=O)(=O)N1CCOCC1 | -1.2 | 4.6 | 3.5 | -0.6 | 0.2 | -1.0 | -10.7 | -2.9 | 3.2 | -18.7
CCOc1ccc(N=C2SCC(=O)N2CC)cc1 | -2.3 | -5.3 | 4.8 | -0.2 | 0.0 | -0.2 | -26.6 | -1.9 | 1.6 | 10.7
Cc1cccc(C(=O)NCC2CCCO2)c1 (stereo unspecified) | -0.5 | 6.4 | 4.8 | 0.7 | 0.3 | 1.8 | -10.2 | 1.5 | 4.1 | 0.0
CCc1ccc(NC(=O)CSc2nc3ccsc3c(=O)n2CCCCCC(=O)O)cc1 | 2.4 | -3.7 | -0.1 | -0.7 | -7.9 | -1.4 | -0.4 | -3.0 | 3.3 | 8.3

Additional entries follow:
SMILES | DAGLB inhibitor | Rtt109 HAT inh | AddAB inh | E coli growth | CAL PDZ FP | Wnt act | PvdQ acylase | Tat export inh | phage Ecoli inh | PfHsp90 set2
CCN1C(=O)/C(=C/c2ccc(N3CCCC3)cc2)NC1=S | -104.7 | -2.3 | 1.9 | 2.7 | -0.6 | 15.7 | -2.2 | 3.5 | -1.0 | -4.9
Cc1ccc(OCCC(=O)OCC(=O)N2c3ccccc3CC2C)cc1 (stereo unspecified) | -10.8 | 9.8 | -1.6 | -0.2 | x | x | -5.7 | -2.0 | 2.6 | 13.7
COc1ccc2cc(C(=O)NCC3CCCO3)[nH]c2c1 (stereo unspecified) | -2.5 | 1.1 | 1.1 | 0.5 | -0.7 | 7.0 | -7.4 | 5.9 | 4.0 | -2.5
CC(C)CSc1nc(N)nc2c1ncn2C1OC(CO)C(O)C1O (stereo unspecified) | 0.0 | 0.2 | x | x | 0.4 | -2.3 | -0.1 | 15.7 | 0.9 | -22.9
CC(=O)c1c(OC(=O)c2ccccc2Br)ccc2c(C)cc(=O)oc12 | 2.3 | -4.0 | 2.1 | 2.4 | -0.4 | -0.2 | -8.8 | -2.9 | 4.6 | 25.2
CCCN1CCC(=O)N([C@H](CSc2ccc(C)cc2)c2ccccc2)CC1 | -10.1 | 5.6 | 0.9 | 1.8 | -0.4 | 8.5 | 4.5 | 3.6 | -2.2 | -8.0
O=C(/C=C/c1ccco1)NC(=S)Nc1cccc([N+](=O)[O-])c1 | 7.0 | 19.2 | 0.3 | 0.2 | -2.7 | -4.6 | 12.1 | 4.0 | 2.6 | -16.9
CCOc1ccc2nc(NC(=O)c3cccnc3)sc2c1 | -0.2 | 1.6 | 1.2 | -1.1 | -1.2 | -2.9 | -18.5 | -6.9 | 2.3 | 15.5
CN1CCSc2ccc(C(=O)NCc3cccc(Br)c3)cc21 | -3.7 | -25.7 | -0.3 | -2.8 | 0.3 | 1.0 | -2.4 | -1.4 | 3.6 | 12.3
OCC1(CCc2ccccc2)CCN(Cc2ccccc2Cl)CC1 | -14.8 | -1.6 | -1.2 | -1.3 | 2.4 | -2.2 | -14.2 | -6.6 | 3.2 | -12.7
O=C(CNC(=O)c1ccccc1)N/N=C/C=C/c1ccccc1 | -1.6 | -0.9 | -1.8 | -1.0 | -0.7 | 0.7 | -9.6 | -3.4 | -2.3 | -2.7
COc1ccc(S(=O)(=O)N(C)CC(=O)NC2CC2)cc1 | -1.4 | 7.6 | 0.8 | -0.7 | -2.1 | -0.1 | -12.4 | -5.6 | -0.8 | -6.5
Nn1c(Cc2cccc3ccccc23)nnc1SCn1nnc2ccccc2c1=O | 1.2 | -6.3 | 2.0 | 2.7 | -0.7 | x | -2.2 | 14.4 | -0.2 | 36.9
COc1ccc(NC(=O)C(Cc2ccccc2)n2cccc2)cc1 (stereo unspecified) | -2.1 | 3.1 | -1.9 | -1.1 | -1.5 | -0.7 | -21.0 | 4.5 | 1.4 | 18.3
COc1ccc(CN2C(=O)CC(Cc3ccc(C)cc3)C2=O)cc1OC (stereo unspecified) | 0.6 | 4.5 | 3.1 | 0.0 | -2.9 | 0.8 | -8.3 | -5.3 | 1.3 | 2.3
CCOc1ccccc1NC(=O)C1CCN(S(=O)(=O)c2c(C)noc2C)CC1 | -1.0 | 9.8 | 0.7 | 1.4 | x | -4.0 | -8.1 | -10.8 | 1.6 | 15.2
NNC(=S)Nc1cc(S(=O)(=O)N2CCOCC2)ccc1N1CCOCC1 | -2.5 | 1.2 | 5.1 | -0.1 | -2.3 | -1.7 | 2.8 | -7.6 | 1.8 | x
COc1cc(NC(=O)CN2C(=O)NC(CC(C)C)C2=O)cc(OC)c1OC (stereo unspecified) | 3.9 | -4.6 | 0.2 | 0.0 | -0.2 | 0.8 | 2.1 | -15.0 | -0.3 | -3.6
Cc1ccc2c(c1)N(CC(=O)N1CCOCC1)C(=O)C(C)O2 (stereo unspecified) | -1.4 | 0.9 | 3.0 | -0.6 | 0.3 | 0.5 | 22.2 | -2.4 | 2.2 | 2.4
CN(C(=O)CN1C(=O)S/C(=C\c2ccccc2)C1=O)C1CCS(=O)(=O)C1 (stereo unspecified) | 0.0 | 20.4 | 4.0 | 0.3 | -0.5 | 0.1 | 5.2 | -0.9 | -0.9 | 14.4
CCOC(=O)CNC(=O)c1ccccc1 | 1.9 | 0.9 | -3.4 | -0.2 | -1.5 | x | 6.1 | u | 0.6 | -3.2
COc1cc(/C=N/N=C(N)N)ccc1OCc1ccccc1Cl | 1.6 | 69.0* | 1.3 | -1.1 | -7.6 | -1.2 | -7.8 | -2.8 | 3.4 | 14.3
Cc1ccc(-c2nc(NC(=O)CSc3nnnn3-c3ccccc3)ns2)cc1 | -11.3 | -4.0 | 2.0 | -0.5 | -1.7 | -6.4 | -12.9 | -4.9 | 2.5 | 11.8
Oc1ccc(Cl)cc1CNc1cnc2ccccc2c1 | 3.5 | -3.2 | 5.2 | 2.2 | -1.1 | 1.5 | -29.9 | -18.0 | 3.5 | -22.2
CC(C)CC(=O)NC(=S)Nc1ccccn1 | -0.1 | -4.7 | 2.1 | -0.4 | 1.5 | 3.3 | -6.1 | -9.7 | 1.5 | -7.5
O=C1[C@@H]2Cc3c([nH]c4ccccc34)CN2C(=O)CN1CCCO | 0.6 | -7.8 | -0.2 | 0.0 | -0.4 | -3.1 | -3.3 | 9.6 | 0.9 | -7.1
CCNC(=O)c1ccc(=O)n(Cc2ccc(Cl)cc2Cl)c1 | -2.4 | 3.4 | 0.4 | -3.9 | -0.4 | 0.3 | 5.5 | 3.1 | -0.1 | -8.8

One compound at a time, as listed above. Screens in order: DAGLB inhibitor	Rtt109 HAT inh	AddAB inh	E coli growth	CAL PDZ FP	Wnt act	PvdQ acylase	Tat export inh	phage Ecoli inh	PfHsp90 set2
`Nn1c(Cc2cccc3ccccc23)nnc1SCn1nnc2ccccc2c1=O` is listed as 1.2	-6.3	2.0	2.7	-0.7	x	-2.2	14.4	-0.2	36.9
`CCOC(=O)CNC(=O)c1ccccc1` is listed as 1.9	0.9	-3.4	-0.2	-1.5	x	6.1	u	0.6	-3.2

Screens (PubChem)
